Assay outcomes: PubChem, Sanford-Burnham Center for Chemical Genomics
NadD block = inhibitors of S. aureus NadD, primary screen, biochemical, colorimetric, uHTS. Nicotinate-nucleotide adenylyltransferase NadD (Staphylococcus aureus N315). purified NadD enzyme, colorimetric absorbance read-out. inhibition, % at 20 µM. 0.78% of 360,000 active; in the data active means inhibition above about 26%; further: some compounds past the cut are filed as inactive
LMPTP block = LMPTP phosphatase inhibitors, primary screen, biochemical, fluorescence intensity, uHTS; inhibition, % at 20 µM; Low molecular weight phosphotyrosine protein phosphatase (Homo sapiens), P24666; recombinant LMPTP-A, OMFP fluorogenic substrate; AID 651560, 2012; 0.22% of 360,000 active;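 active means compounds that cut the enzyme signal by at least half of the control window in the single-dose screen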;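 further: plate controls were DMSO wells with enzyme plus substrate for no effect and substrate without enzyme for full effect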
Target sequence (P24666 whole entry, looked up): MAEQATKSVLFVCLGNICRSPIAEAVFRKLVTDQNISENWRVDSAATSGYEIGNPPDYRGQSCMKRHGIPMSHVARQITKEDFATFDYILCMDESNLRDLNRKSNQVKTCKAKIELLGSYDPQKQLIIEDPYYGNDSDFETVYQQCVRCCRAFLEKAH
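Test system – LMPTP-A enzyme · Amount – LMPTP-A at 0.625 nM final in the reaction · Buffer or medium – Bis-Tris pH 6.0, DTT, detergent · Reagent – OMFP 400 µM · Doses – single 20 µM dose · Schedule – reaction 50 min, room temperature, dark · Detection – fluorescence intensity of OMFP turnover product · Evaluation – percent inhibition versus substrate-only and uninhibited controls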
STEP block = STEP phosphatase inhibitors, primary screen, biochemical, fluorescence intensity, uHTS. Tyrosine-protein phosphatase non-receptor type 5 (Homo sapiens), P54829. recombinant STEP, OMFP fluorogenic substrate. inhibition, % at 20 µM. 0.25% of 360,000 active;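 active means inhibition at 20 µM, scaled per plate between control wells, above about 37%, limit read from the data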;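 further: 0% = DMSO with enzyme and substrate and 100% = substrate only without enzyme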
Target sequence (P54829 whole entry, looked up): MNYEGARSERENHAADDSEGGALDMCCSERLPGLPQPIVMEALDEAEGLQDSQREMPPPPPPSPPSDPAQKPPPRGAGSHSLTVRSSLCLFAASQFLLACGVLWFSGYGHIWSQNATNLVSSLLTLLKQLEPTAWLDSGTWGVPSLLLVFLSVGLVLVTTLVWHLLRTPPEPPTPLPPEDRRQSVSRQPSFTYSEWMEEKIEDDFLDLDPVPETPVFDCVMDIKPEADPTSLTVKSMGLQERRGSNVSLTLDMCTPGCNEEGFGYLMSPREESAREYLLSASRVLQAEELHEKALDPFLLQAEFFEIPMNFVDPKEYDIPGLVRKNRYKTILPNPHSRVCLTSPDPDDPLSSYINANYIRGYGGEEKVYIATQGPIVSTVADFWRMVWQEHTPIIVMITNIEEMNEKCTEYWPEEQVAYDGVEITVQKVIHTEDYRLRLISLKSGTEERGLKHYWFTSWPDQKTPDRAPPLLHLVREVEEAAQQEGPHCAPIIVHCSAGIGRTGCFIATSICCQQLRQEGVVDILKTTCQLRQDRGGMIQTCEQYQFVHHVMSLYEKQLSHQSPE
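Material: STEP (striatal-enriched tyrosine phosphatase) enzyme, cell-free | Medium: 50 mM Bis-Tris pH 6.0 with 2.5 mM DTT and 0.005% Tween 20 | Read-out: Percent inhibition scaled to no-enzyme and uninhibited-enzyme controls, plate-pattern corrected | Signal: Fluorescence read at 480 nm ex / 540 nm em | Times: 20 min reaction, room temperature, in the dark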
SUMO1 PPI mod = modulators of SUMO1 protein-protein interactions, primary screen, biochemical, uHTS; Small ubiquitin-related modifier 1 (Homo sapiens), P63165; SUMO1 binding to a labelled peptide, TR-FRET, 1 h; inhibition, % at 20 µM; 0.33% of 360,000 active; in the data active means inhibition above about 37%
Target sequence (P63165 whole entry, looked up): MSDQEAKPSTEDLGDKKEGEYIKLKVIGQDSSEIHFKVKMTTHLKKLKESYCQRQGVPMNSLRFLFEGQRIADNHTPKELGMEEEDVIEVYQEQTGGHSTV
DNMT1 block = human DNMT1 methyltransferase inhibitors, primary screen, biochemical, molecular beacon, fluorescence, HinP1I cleavage, uHTS. 0.83% of 360,000 active. inhibition (reported as % activation of signal), % at 10 µM. AID 588458, 2011; in the data active means inhibition above about 50%
CendR NRP1 mod = modulators of CendR peptide binding to NRP-1, primary screen, biochemical, fluorescence polarization, uHTS. FAM-RPARPAR peptide binding to NRP-1. inhibition, % at 25 µM. 0.85% of 360,000 active;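 active means inhibition or corrected inhibition above about 18%, plus a signal ratio from 0.5 to 1.5, limit read from the data, passing the limit was not always enough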; further: strong numbers were not always called active
SKN-1 block = suppressors of acrylamide-induced Pgst-4::GFP reporter in worms, primary screen, SKN-1 inhibitor project, whole organism, uHTS, GFP/RFP fluorescence ratio, strain VP596. C. elegans VP596 Pgst-4::GFP/RFP ratio, 24 h. inhibition, % at 21.8 µM. 0.49% of 360,000 active. AID 624304, 2012;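 active means interference check ratio from 0.5 to 1.5 plus GFP to RFP signal ratio inhibition reaching or exceeding a fixed threshold, cut at about 30% in these data, passing the limit was not always enough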; further: some compounds called inactive have numbers as strong as hits
MT1-MMP act inh = blockers of MT1-MMP proenzyme processing, primary screen, HT1080 RFP-PRO-GFP cells, GFP/RFP fluorescence; Matrix metalloproteinase-14 (Homo sapiens), P50281; GFP/RFP ratio fluorescence, overnight; percent of plate control window, DMSO zero; GFP/RFP ratio change, % at 20 µM; 0.061% of 360,000 active; AID 651647, 2012;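 active means GFP/RFP ratio change of at least 30% with cell ATP level not reduced by more than half and red fluorescence within 50% of control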; further: strong numbers were not always called active
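Assay system: HT1080 RFP-PRO-GFP cells. Benchmarks: DMSO vehicle wells and RFP-L50D-GFP reporter cell wells. Times: overnight cell settling, then overnight compound exposure, 37 °C, 5% CO2. Compound: 20 µM single dose, 1% DMSO. Read-out basis: GFP/RFP fluorescence ratio.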
Rpn11 block = Rpn11 (PSMD14) deubiquitinase inhibitors, primary screen, biochemical, fluorescence polarization, uHTS; 26S proteasome non-ATPase regulatory subunit 14 (Homo sapiens), O00487; human 26S proteasome, Ub4-pepOG fluorescence polarization; 20S core pre-blocked with epoxomicin; calls only at 20 µM; 0.59% of 360,000 active; AID 588493, 2011;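 active means inhibition at 20 µM, scaled to each plate's controls, above about 33%, limit read from the data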
Scp1 inh = Scp-1 phosphatase inhibitors, primary screen, biochemical, colorimetric, uHTS; Recombinant Scp1, phosphopeptide, malachite green phosphate absorbance; inhibition, % at 20 µM; 0.88% of 340,000 active; AID 493091, 2011;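 active means inhibition above about 50% at 20 µM, limit read from the data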;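 further: plate controls were DMSO wells with enzyme for no effect and wells lacking enzyme for full effect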
Target sequence (Q9GZU7 76-261 limits assumed): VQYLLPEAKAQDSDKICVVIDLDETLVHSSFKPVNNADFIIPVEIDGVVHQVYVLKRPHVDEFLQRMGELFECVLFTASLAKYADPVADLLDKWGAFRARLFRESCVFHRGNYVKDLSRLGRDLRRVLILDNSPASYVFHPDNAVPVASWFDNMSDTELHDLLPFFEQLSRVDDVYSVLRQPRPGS
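Test system: SCP-1 catalytic domain; Buffer or medium: Acidic Tris acetate buffer with magnesium and detergent; Also added: Phosphorylated 17-residue peptide substrate; Compound: single 20 µM dose, 1% DMSO; Schedule: enzyme reaction 45 min at room temperature, colour 5 min, stabilisation 30 min; Signal: Phosphate-binding colour reagent, absorbance read at 630 nm.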
* hit, by the source's call; i = inactive; nt = not tested or not shown.

Values run as follows: NadD block	LMPTP block	STEP block	SUMO1 PPI mod	DNMT1 block	CendR NRP1 mod	SKN-1 block	MT1-MMP act inh	Rpn11 block	Scp1 inh
CCOC(=O)c1ccc(NC(=S)NC(=O)c2cncc(Br)c2)cc1
    -3	0.8	-1	2	-1	-2	3	2	i	-9
CCOC(=O)Nc1ccc2c(c1)OCO2
    7	-0.3	-3	2	-3	-2	11	-2	i	15
Cc1ccc(C(=O)NNC(=O)c2ccco2)cc1
    -4	-1.7	2	-4	5	0	8	1	i	-1
Cc1cc(C)n2ncc(/C(N)=N/OC(=O)c3ccccc3F)c2n1
    -6	-1.0	0	0	5	9	-6	1	i	-5
CC/C(=N/Nc1cccc(C)c1)c1cnnc(SC)n1
    5	1.3	-8	-8	0	-87	-11	-151	i	2
Cc1cnn(C(=O)Cn2nc(C(F)F)c(Br)c2C)c1
    0	-1.1	0	2	3	-8	11	0	i	-9
c1ccc(-c2noc(CN3CCc4sccc4C3)n2)cc1
    -2	2.4	1	0	-12	1	-3	-2	i	-5
COc1ccc(C(CNC(=O)c2ccc(S(=O)(=O)N(C)C)cc2)N2CCCCC2)cc1 (stereo not given)
    -6	-0.7	-1	10	-1	14	-11	2	i	-8
C[C@H](CO)N1C[C@H](C)[C@@H](CN(C)Cc2ccncc2)Oc2c(NS(=O)(=O)c3ccc(F)cc3)cccc2C1=O
    1	0.8	1	5	4	-7	14	2	i	59*
Cc1nnc(NC(=O)CSc2nc(C3CCCCC3)nc3ccccc23)s1
    2	-0.3	4	-2	4	-3	-4	-7	i	-11
Cc1ccc(-n2nc3ccc(N)cc3n2)cc1Cl
    -1	1.6	1	-4	-7	-3	5	-2	i	-3
Cc1cc(C)c2c(=O)[nH]c(SCC(=O)c3ccc(C)c(C)c3)nc2n1
    6	0.2	2	1	-1	-7	6	6	i	-1
CCCOc1c(OC)cccc1C1CC(=O)Nc2cc3c(cc21)OCCO3 (stereo not given)
    -6	-0.8	-2	0	-4	5	12	1	i	-17
Cc1nc2ccc([N+](=O)[O-])cc2c(=O)n1Cc1ccc(F)cc1
    10	0.1	3	-25	-4	14	1	1	i	-12
CC(NC(=O)c1ccco1)C(c1cccs1)N1CCOCC1 (stereo not given)
    -2	-1.6	0	-1	2	-3	0	-1	i	-14

Limited to DNMT1 block and STEP block, for two of the compounds above:
SMILES	DNMT1 block	STEP block
CCCOc1c(OC)cccc1C1CC(=O)Nc2cc3c(cc21)OCCO3 (stereo not given)	-4	-2
Cc1ccc(-n2nc3ccc(N)cc3n2)cc1Cl	-7	1

Further records follow:
Values run as follows: NadD block	LMPTP block	STEP block	SUMO1 PPI mod	DNMT1 block	CendR NRP1 mod	SKN-1 block	MT1-MMP act inh	Rpn11 block	Scp1 inh
COC(=O)c1ccc([C@H]2CC(=O)O2)cc1
    3	-0.8	1	-1	4	9	-7	21	i	-4
CCCOc1ccc(OCCSc2ncccn2)cc1
    -11	1.3	0	1	2	4	38*	4	i	-10
O=C(OCC(=O)N1CCN(C(=O)c2ccco2)CC1)c1cccc(F)c1
    -5	0.5	-3	-1	4	5	1	2	i	0
COc1ccc(/C=C/C(=O)N2CCN(S(=O)(=O)/C=C/c3ccccc3)CC2)cc1OC
    3	-0.7	-3	0	17	10	11	3	i	-10
Cc1oc(-c2cccc(Cl)c2)nc1CN1CCC(C(=O)NCCCN2CC(C)CC(C)C2)CC1 (stereo not given)
    -3	-1.3	1	-15	1	7	8	3	i	-9
COc1ccc2cc(Br)ccc2c1CC(=O)NCC1CCCO1 (stereo not given)
    1	0.8	1	-12	-24	-3	-10	2	i	-3
O=C(NCc1ccco1)C1CCN(S(=O)(=O)c2cccc([N+](=O)[O-])c2)CC1
    6	-1.4	0	-30	1	28*	5	1	i	-3
O=[N+]([O-])c1cccc(S(=O)(=O)NCCCN2CCOCC2)c1
    2	-2.3	1	-14	2	-3	8	0	i	-7
Cc1cc(SCC(=O)Nc2ccccc2C)nc(C)n1
    4	0.9	-4	2	5	16	-2	nt	i	-4
O=C(Nc1ccccn1)C1CCN(S(=O)(=O)c2ccc3c(c2)OCCO3)CC1
    -3	-8.5	-1	-26	2	8	-1	6	i	-2
O=C(NCCS(=O)(=O)N1CCc2ccccc2C1)c1ccccc1
    2	1.8	3	6	-1	0	-14	1	i	-5
Cc1ccc(C)c(CN2CCC(CNC(=O)Nc3ccc(F)c(Cl)c3)CC2)c1
    -7	0.2	0	-2	-6	-3	-2	4	i	-3
CCOC(=O)c1sc2nc(C(C)C)c3c(c2c1N)CCC3
    -1	4.5	0	3	2	-18	6	1	i	-10
CN(Cc1ccccc1)C(=O)COC(=O)c1cc(Cl)nc(Cl)c1
    -7	-0.4	3	-3	1	-8	1	4	i	-4
O=C(CCCCC(=O)Nc1ccccc1)Nc1ccccc1
    2	-0.7	0	0	-1	7	4	-2	i	1
CCCNC(=O)N1CCC(C(=O)c2ccc(F)cc2)CC1
    1	-1.3	0	8	3	-7	-2	2	i	-15
CC(=O)N(Cc1ccc(Cl)cc1)c1cnccn1
    -5	0.1	0	5	-1	-11	4	1	i	-3
COC(=O)c1c(C)c(C)nc(N)c1C#N
    5	0.7	4	-6	3	3	-2	-3	i	-7
CCc1nc2ccc(C(=O)Nc3cccc(NS(C)(=O)=O)c3)cn2c1N(CC)CCOC
    1	-1.1	-1	-4	8	-6	15	1	i	nt
Cc1occc1C(=O)Nc1nnc(C2CCCCC2)s1
    -2	0.6	-2	5	-1	-1	17	nt	i	0
CC1=CC(C)(C)n2c(O)c(N=N)c3cc(C)cc1c32
    -9	3.0	1	-13	-4	-4	8	-5	i	-10
CCOC(=O)c1ccc(N2C(=O)C(CC(N)=O)N(CCc3ccc(OC)c(OC)c3)C2=S)cc1 (stereo not given)
    -7	-1.5	-4	1	1	-6	8	-2	i	-2
O=C(CN1C(=O)NC2(CCCCC2)C1=O)Nc1cccc(S(=O)(=O)N2CCCC2)c1
    -14	-1.4	-3	4	-6	6	-4	6	i	-3
CC(=O)N1CCC(C(=O)N2CCN(S(=O)(=O)c3ccc(Cl)s3)CC2)CC1
    -2	0.9	-2	3	2	4	-1	-1	i	0
Cc1c(C(=O)N(C)C)sc2nc(-c3ccccn3)[nH]c(=O)c12
    -8	0.4	0	-6	1	-3	17	3	i	-2
CC(=O)NS(=O)(=O)c1ccc(NC(=O)/C=C/c2ccc(C)o2)cc1
    10	-1.3	-1	3	24	-41	4	-7	i	23
Cc1ccc(S(=O)(=O)N2C[C@H]3n4c(=O)ccc(=O)n4C[C@H](OC(=O)NC4CCCC4)[C@@]3(O)C2)cc1
    1	-1.3	1	6	2	3	6	-5	i	nt
NC(=O)c1nsc(C(=O)N(c2ccc3c(c2)OCCO3)C(C(=O)NCC2CCCO2)c2ccc(F)cc2)c1N (stereo not given)
    3	0.0	1	-12	-2	2	6	-7	i	-1
O=C(CNC(=O)c1cccs1)NCC(=O)OCc1cccc(Cl)c1
    -2	0.4	0	1	5	0	7	-2	i	-1
O=C(CCc1nc(-c2ccccc2Cl)no1)NC1CCCCC1
    4	3.4	0	5	-2	8	7	-1	i	-7

Complete entries as entered above. Order of values: NadD block | LMPTP block | STEP block | SUMO1 PPI mod | DNMT1 block | CendR NRP1 mod | SKN-1 block | MT1-MMP act inh | Rpn11 block | Scp1 inh
Listed for CC(=O)N(Cc1ccc(Cl)cc1)c1cnccn1 = -5 | 0.1 | 0 | 5 | -1 | -11 | 4 | 1 | i | -3
Listed for Cc1c(C(=O)N(C)C)sc2nc(-c3ccccn3)[nH]c(=O)c12 = -8 | 0.4 | 0 | -6 | 1 | -3 | 17 | 3 | i | -2
Listed for CCOC(=O)c1ccc(N2C(=O)C(CC(N)=O)N(CCc3ccc(OC)c(OC)c3)C2=S)cc1 (stereo not given) = -7 | -1.5 | -4 | 1 | 1 | -6 | 8 | -2 | i | -2
Listed for COC(=O)c1c(C)c(C)nc(N)c1C#N = 5 | 0.7 | 4 | -6 | 3 | 3 | -2 | -3 | i | -7
Listed for O=C(CCc1nc(-c2ccccc2Cl)no1)NC1CCCCC1 = 4 | 3.4 | 0 | 5 | -2 | 8 | 7 | -1 | i | -7

Continuation.
Values run as follows: NadD block	LMPTP block	STEP block	SUMO1 PPI mod	DNMT1 block	CendR NRP1 mod	SKN-1 block	MT1-MMP act inh	Rpn11 block	Scp1 inh
COc1cccc(Cn2c(=O)c3ccccc3n3nc(C)cc23)c1
    -13	-0.2	4	2	2	-16	4	1	i	-10
CC(=O)NC(=S)Nc1ccccc1F
    -4	-0.7	-4	0	2	6	1	-2	i	-7
Cc1ccsc1C(=O)OCC(=O)N(C)C1CCCCC1
    1	-0.9	2	0	-3	-3	17	1	i	-2
CCN1C(=O)[C@H]2[C@@H](c3ccc(C)cc3)N3C(=O)N(c4cccc(Cl)c4)C(=O)[C@@]3(Cc3ccccc3)[C@H]2C1=O
    0	0.0	-2	4	-1	22	10	1	i	-5
O=C(c1ccc(S(=O)(=O)Nc2cccc(C(F)(F)F)c2)cc1)N1CCC1
    -6	0.2	-2	6	1	18	-15	2	i	-8

Quoted from the listing:
`CC(=O)NC(=S)Nc1ccccc1F` – NadD block: -4
`Cc1ccsc1C(=O)OCC(=O)N(C)C1CCCCC1` – LMPTP block: -0.9
